# High-throughput results deposited in PubChem BioAssay by several laboratories.
# Cardio protect: cardioprotection against H2O2-induced cell death, primary screen, uHTS, H9c2 cells, ATPLite luminescence | H9c2 cardiomyocytes, H2O2 injury protection, 2 h | hit rate 0.63% among 360,000 | AID 588492, 2011 | protection from H2O2 cell death, % at 20 µM;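 active = compounds giving at least 50% protection of heart cells from peroxide-induced death in the single-dose screen, raw or plate-pattern-corrected value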;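 note: 0% = DMSO wells with peroxide and 100% = DMSO wells without peroxide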
# hiPSC survival: enhancers of single-cell hiPSC survival, primary screen, ATPlite luminescence; hit rate 0.044% among 360,000; 100% = ROCK inhibitor wells, 0% = DMSO; survival enhancement, % at 20 µM; in the data active = survival enhancement above about 18%;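 note: cells exposed to compounds for 16 hours before the ATP read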
# HTR2A ag: mouse Htr2a agonists via beta-arrestin recruitment, primary screen, cell-based, luminescence. CHO-K1 mHTR2A beta-arrestin complementation; percent of 30 µM serotonin response. activation, % at 7.6 µM. 5-hydroxytryptamine receptor 2A (Mus musculus), P35363. AID 624169, 2012. hit rate 0.66% among 360,000;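 active = activation above a run cutoff, the mean activation of all tested compounds plus 3 SD, cut at about 14% in these data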;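 note: 0% = plate median of compound wells and 100% = 30 µM serotonin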
# Target sequence (P35363 whole entry, looked up): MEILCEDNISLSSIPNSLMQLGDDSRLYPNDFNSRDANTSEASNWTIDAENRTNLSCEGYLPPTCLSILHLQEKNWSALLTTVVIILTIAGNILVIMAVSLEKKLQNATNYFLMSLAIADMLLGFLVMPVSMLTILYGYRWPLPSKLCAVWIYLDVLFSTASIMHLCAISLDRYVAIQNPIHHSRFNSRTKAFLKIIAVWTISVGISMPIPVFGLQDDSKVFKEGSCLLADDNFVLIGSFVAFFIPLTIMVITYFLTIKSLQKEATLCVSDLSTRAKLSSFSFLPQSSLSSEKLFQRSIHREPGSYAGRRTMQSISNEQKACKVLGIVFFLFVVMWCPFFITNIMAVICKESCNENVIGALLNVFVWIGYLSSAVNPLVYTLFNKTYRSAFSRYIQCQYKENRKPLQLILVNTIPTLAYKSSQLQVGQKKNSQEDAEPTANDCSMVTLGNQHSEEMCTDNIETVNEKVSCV
# CaV13 FRET inh: Disruptors of the CACNA1D IQ motif to Ca2+-dependent inactivation inhibitor domain association, primary screening, Förster resonance energy transfer in intact living … | HEK cells, CFP/YFP FRET ICDI-IQ, plate reader, 10 min; percent FRET-ratio fall versus neutral wells | hit rate 0.098% among 340,000 | AID 743397 | inhibition, % at 12.3 µM;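 active = mean replicate inhibition of at least 30% and at least 1% of replicates passing that level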;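 note: 0% = median of the neutral control wells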
# PDI inh: inhibitors of human PDI, primary screen, biochemical, turbidity, single point, plate reader; Protein disulfide-isomerase (Homo sapiens), P07237; PDI insulin aggregation turbidity, A650, 90 min; inhibition, % at 10 µM; hit rate 0.052% among 350,000; AID 588391, 2011;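 active = mean inhibition across replicates of 30% or more, whatever share of single replicates reach that level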;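 note: absorbance from insulin aggregation driven by PDI reduction with DTT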
# Target sequence (P07237 whole entry, looked up): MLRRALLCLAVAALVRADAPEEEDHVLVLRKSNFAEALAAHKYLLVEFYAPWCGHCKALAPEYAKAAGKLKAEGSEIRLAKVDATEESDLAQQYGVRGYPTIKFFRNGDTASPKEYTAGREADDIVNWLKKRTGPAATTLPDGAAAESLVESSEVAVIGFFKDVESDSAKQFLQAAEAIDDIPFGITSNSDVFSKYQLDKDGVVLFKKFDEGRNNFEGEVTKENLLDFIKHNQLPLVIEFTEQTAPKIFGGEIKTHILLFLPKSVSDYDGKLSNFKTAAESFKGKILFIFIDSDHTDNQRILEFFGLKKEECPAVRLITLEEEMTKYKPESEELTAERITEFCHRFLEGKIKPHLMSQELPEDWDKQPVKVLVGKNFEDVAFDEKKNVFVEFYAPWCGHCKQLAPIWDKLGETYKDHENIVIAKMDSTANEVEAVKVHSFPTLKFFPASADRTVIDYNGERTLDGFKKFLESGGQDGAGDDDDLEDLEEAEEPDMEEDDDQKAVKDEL
# aDG glyco up: activators of alpha-DG glycosylation, primary screen, uHTS, Pro5-aDG cells, AlphaScreen. alpha-DG glycosylation AlphaScreen (IIH6); 0% Pro5, 100% B10-LARGE cell signal. activation, % at 10 µM. hit rate 0.22% among 360,000;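 active = activation of at least 8% versus controls, or a plate z-score of at least 8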;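 note: Pro5 are CHO cells carrying HIG-tagged alpha-DG that lacks glycosylation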
# N-glyco inh: increase of ERlucT glycosylation luciferase signal, primary screen, N-linked glycosylation inhibitor project, D54 ERlucT cells, luminescence, set 2; AID 588692, 2011; reporter increase, % at 12.5 µM; D54 ERlucT glycosylation luciferase reporter, 24 h; percent of 100 nM tunicamycin response; hit rate 0.23% among 360,000;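 active = mean luciferase reporter signal, scaled so untreated is 0 and the glycosylation-blocking control 100, at or above a set limit in every replicate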;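 note: luciferase carries N-glycosylation sites so blocking glycosylation raises the light; 0% = median of neutral control wells and 100% = median of 100 nM tunicamycin wells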
# Vif imaging: HIV Vif self-association inhibitors, primary screen, imaging, HEK293T, single point; HEK293T cells, Vif self-association by quenched fluorescence, 24 h; inhibition, % at 7.49 µM; hit rate 0.35% among 340,000; in the data active = inhibition above about 50%, passing the limit was not always enough; note: some results filed as inactive read as strong as hits
# Granule exo inh: LAMP-1 surface exposure blockers, TALL-104 cells – cell-based, flow cytometry, MLPCN library, primary screen | TALL-104 LAMP-1 surface exposure; cells stimulated with thapsigargin and PMA | inhibition, % at 10 µM | hit rate 0.66% among 360,000;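 active = inhibition above about 55%, limit read from the data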
# ABCB6 inh MLPCN: ABCB6 transporter inhibitors, primary screen, K562-ABCB6 cells, flow cytometry, MLPCN library | fluorescence ratio to DMSO, % at 10 µM | K562-ABCB6 porphyrin accumulation, 1 h; active compounds read low | ATP-binding cassette sub-family B member 6 (Homo sapiens), Q9NP58 | hit rate 0.19% among 360,000;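 active = fluorescence ratio to DMSO below 75%, the collection mean minus 3 SD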;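 note: signal is porphyrin accumulated inside mitochondria; 100% equals median channel fluorescence of DMSO control wells; lower ratio means ABCB6 inhibition with less porphyrin fluorescence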
# * hit, by the source's call; . = not tested or not shown. Not a hit list; any-hit rate near 3.1%.
SMILES,Cardio protect,hiPSC survival,HTR2A ag,CaV13 FRET inh,PDI inh,aDG glyco up,N-glyco inh,Vif imaging,Granule exo inh,ABCB6 inh MLPCN
O=S(=O)(/N=C(/c1ccccc1)N1CCOCC1)c1ccc(Br)cc1,-3,0.5,3,-6,-6,0.4,-1,2,-5,100
CSc1nc(-c2ccccc2F)c(C#N)c(=O)n1C,4,2.0,0,-5,-3,-0.4,1,6,0,94
COc1ccc(S(=O)(=O)N2CCOCC2)cc1NC(=O)CCNC(=O)c1ccc(Br)cc1,-3,0.3,5,-14,-2,0.0,-1,12,2,96
O=C(NCCSc1ccccc1)c1ccco1,10,-1.8,2,0,-2,-0.2,0,-2,1,86
Cc1nc(C)c(C(=O)O)c(-c2cccs2)c1C(=O)O,2,0.0,-4,-5,-25,0.0,2,.,3,101
C=CCn1c(SCC(=O)Nc2ccccc2)nc2scc(-c3cccs3)c2c1=O,10,-3.0,0,.,9,0.0,1,-5,-2,83
Cc1ccccc1-n1c(=O)cc(N2CC(C)OC(C)C2)[nH]c1=O (stereo unspecified),-4,-0.5,4,-6,-6,0.0,2,.,1,97
CCCN(CCC)C(=O)c1cc2c(=O)[nH]c3ccc(C)cc3c2s1,0,0.1,-2,-2,3,0.0,4,-6,2,97
O=c1oc(-c2ccccc2Cl)nc2ccsc12,19,3.5,-1,.,-3,-0.3,2,-10,0,91
CC1CN(Cc2nc3c(c(=O)n(C)c(=O)n3C)n2Cc2ccccc2)CC(C)O1 (stereo unspecified),-2,2.7,-1,7,.,0.0,4,0,4,102
Clc1cccc(CN2CCN(Cc3ccco3)CC2)c1,9,-0.6,-3,-15,7,0.2,0,-6,-13,103
CN(C)S(=O)(=O)N1CCN(c2ccc(Cl)cc2)CC1,1,0.8,0,-3,-2,0.0,-1,2,-3,94
O=[N+]([O-])c1ccc(Sc2ccccc2)nc1,-1,-0.1,3,-5,2,-0.1,-1,-8,-2,98
Cc1nccn1C(c1ccccc1)c1ccccc1,-2,-0.4,-5,7,2,0.1,-3,-5,0,97
NC(=O)C1CCN(C(=O)COc2ccc(Nc3ccccc3)cc2)CC1,0,-0.1,-1,0,4,-0.1,0,-5,0,95
COc1cc(C(=O)NC2CCCC2)c(Br)c(OC)c1OC,10,3.5,2,-6,7,0.4,1,1,4,101
COC(=O)c1cc(-c2ccccc2)sc1NC(=O)CN1C(=O)c2ccccc2C1=O,3,-0.6,1,-5,7,-0.3,1,-1,5,98
O=S(=O)(c1ccc(Br)cc1)N1CCn2c(nc3ccccc32)C1,6,5.9,-2,-5,.,0.2,-1,.,4,101
COCc1cc(/C=N\NC(=O)c2ccc(Cl)cc2)ccc1OC,-2,-1.2,-2,-3,-2,0.0,2,.,3,94
COc1cccc(-c2cn(-c3cccc(C(F)(F)F)c3)c(=S)[nH]2)c1,-8,1.2,1,-2,3,0.3,-2,-9,-14,93

# Not a retest: entries from further up.
SMILES,Cardio protect,hiPSC survival,HTR2A ag,CaV13 FRET inh,PDI inh,aDG glyco up,N-glyco inh,Vif imaging,Granule exo inh,ABCB6 inh MLPCN
CSc1nc(-c2ccccc2F)c(C#N)c(=O)n1C,4,2.0,0,-5,-3,-0.4,1,6,0,94
COc1ccc(S(=O)(=O)N2CCOCC2)cc1NC(=O)CCNC(=O)c1ccc(Br)cc1,-3,0.3,5,-14,-2,0.0,-1,12,2,96
O=C(NCCSc1ccccc1)c1ccco1,10,-1.8,2,0,-2,-0.2,0,-2,1,86
Cc1nc(C)c(C(=O)O)c(-c2cccs2)c1C(=O)O,2,0.0,-4,-5,-25,0.0,2,.,3,101
C=CCn1c(SCC(=O)Nc2ccccc2)nc2scc(-c3cccs3)c2c1=O,10,-3.0,0,.,9,0.0,1,-5,-2,83
Cc1ccccc1-n1c(=O)cc(N2CC(C)OC(C)C2)[nH]c1=O (stereo unspecified),-4,-0.5,4,-6,-6,0.0,2,.,1,97
CCCN(CCC)C(=O)c1cc2c(=O)[nH]c3ccc(C)cc3c2s1,0,0.1,-2,-2,3,0.0,4,-6,2,97
O=c1oc(-c2ccccc2Cl)nc2ccsc12,19,3.5,-1,.,-3,-0.3,2,-10,0,91
CC1CN(Cc2nc3c(c(=O)n(C)c(=O)n3C)n2Cc2ccccc2)CC(C)O1 (stereo unspecified),-2,2.7,-1,7,.,0.0,4,0,4,102
Clc1cccc(CN2CCN(Cc3ccco3)CC2)c1,9,-0.6,-3,-15,7,0.2,0,-6,-13,103
CN(C)S(=O)(=O)N1CCN(c2ccc(Cl)cc2)CC1,1,0.8,0,-3,-2,0.0,-1,2,-3,94

# Next part.
SMILES,Cardio protect,hiPSC survival,HTR2A ag,CaV13 FRET inh,PDI inh,aDG glyco up,N-glyco inh,Vif imaging,Granule exo inh,ABCB6 inh MLPCN
C=Cc1ccc(Cn2c(C)c(C(=O)NCc3cccc([N+](=O)[O-])c3)sc2=O)cc1,8,-1.1,-5,1,3,0.0,-8,-6,0,94
C=C1CC(C(=O)N/N=C/c2ccccc2)C1,1,-0.2,1,.,-3,0.2,3,-2,3,96
O=C(NCc1ccco1)c1cccc2c1C(=O)c1ccc(N3CCC(N4CCCCC4)CC3)cc1S2(=O)=O,12,-3.1,3,-12,9,0.0,-8,-2,-2,119
NC(=NCc1ccco1)NC(=O)c1ccc(Cl)cc1,-6,0.1,-8,-7,5,0.0,0,19,-1,96
Cc1cccc(NC(=O)c2ccc(NS(=O)(=O)c3c(C)noc3C)cc2)c1,-6,1.2,-5,1,5,-0.2,-3,-2,-2,93
COc1cc(N)c(Br)cc1C(=O)O,-3,-0.5,7,-7,-1,-0.1,1,.,1,104
COc1ccc(S(=O)(=O)N(C)C[C@H]2Oc3c(NC(=O)Cc4ccccc4)cccc3C(=O)N([C@H](C)CO)C[C@@H]2C)cc1,9,-2.2,0,-2,-49,0.1,0,17,-6,92
COc1ccc(C)cc1NC(=O)CSc1ccc(-c2cccnc2)nn1,7,-0.3,1,-6,1,0.4,1,6,-2,97
O=C(NCc1cccnc1)C(=O)NCC1OCCN1S(=O)(=O)c1ccc(Cl)cc1 (stereo unspecified),1,0.9,0,-4,.,-0.3,1,-5,5,99
O=C1NC2(CCCCC2)N(C(=O)c2ccccc2)C2=C1CCCC2,6,-1.6,1,-4,-2,-0.1,-1,0,-2,96
COc1ccc(/C=C/C(=O)OCC(=O)c2c(N)n(C)c(=O)n(C)c2=O)c(OC)c1,5,-0.7,-2,-4,-4,-0.5,-2,30,1,100
OCCCNc1ncnc2[nH]ncc12,3,3.0,1,-6,3,-0.1,0,18,1,99
O=C(COC(=O)Cc1ccc(Br)cc1)NC1CC1,-1,-0.4,7,-6,-2,0.0,2,6,3,89
Cc1cc(C)n2nc(SCc3ccc(C#N)cc3)nc2n1,3,1.4,3,-4,-1,-0.1,-1,1,7,100
CC(C(=O)Nc1ccc2nccnc2c1)N1C(=O)C2C3C=CC(C3)C2C1=O (stereo unspecified),2,0.6,0,-6,3,-0.2,1,8,-2,98
Cc1ccc(C)c(NC(=S)NC(NC(=O)OCc2ccccc2)C(Cl)(Cl)Cl)c1 (stereo unspecified),-1,-1.2,-1,-8,6,1.0,-4,.,0,94
C[C@H](CO)N1C[C@H](C)[C@@H](CN(C)C(=O)Nc2ccccc2)Oc2ccc(NS(=O)(=O)c3ccccc3)cc2C1=O,5,-1.2,-1,-4,0,0.2,1,-4,-6,97
COc1ccc(NC(=O)c2cc(C3CCCCN3C(=O)c3ccc(C#N)cc3)on2)c(C)c1 (stereo unspecified),-3,3.3,2,-7,0,0.5,0,1,-4,100
Cn1c(SCC(N)=O)nnc1-c1ccccc1,6,0.8,3,.,-1,0.1,-1,-1,-2,101
COc1ccc(CNC(=O)CN(C(=O)c2csnn2)c2cnc3ccccc3c2)cc1,5,-0.7,-4,-5,15,0.0,-1,14,36,91
O=C(CC1S/C(=N/N=C/c2cccs2)NC1=O)Nc1ccccc1F (stereo unspecified),-11,-0.8,3,1,4,-0.6,1,3,3,89
CSCCC(NC(=O)COc1ccccc1)C(=O)N1CCN(c2ccccc2)CC1 (stereo unspecified),2,-0.6,2,-15,-9,0.2,-1,-1,0,92
Cc1ccccc1NC(=O)CNC(=O)Cc1cccc2ccccc12,0,-0.4,-6,-6,10,-0.2,0,-6,0,98
Cc1ccc(S(=O)(=O)N2CCN(CC(=O)Nc3ccccc3C(=O)NC3CC3)CC2)cc1,0,-0.3,5,-5,-1,-0.5,0,3,2,99
CC1CCN(S(=O)(=O)c2ccc(C(C)C)cc2)CC1,-10,-0.9,-4,24,5,0.4,-2,-3,0,94
COc1ccccc1CN1CC(C(=O)N(C)Cc2[nH]c3ccccc3c2C)CCC1=O (stereo unspecified),1,1.1,-2,-3,-9,0.1,1,-3,0,97
O=C(NCc1ccc2c(c1)OCO2)c1cc(COc2c(F)cccc2F)on1,-2,-0.2,1,-5,-4,0.3,-1,-14,3,84
CCCc1[nH]nc2c1C(c1ccc(OC(=O)N3CCOCC3)cc1)C(C#N)=C(N)O2 (stereo unspecified),8,0.2,-1,-8,0,0.0,0,4,-2,96
COC(=O)c1ccc(S(=O)(=O)NCCSc2nnc3c4ccccc4n(C)c3n2)cc1,2,-1.4,3,-7,-25,-0.1,0,-5,1,123
Cc1cccc(-c2c3c(=O)n(C)c(=O)n(C)c3cn2-c2ccccc2O)c1,15,2.3,-4,.,6,0.2,7,4,1,122
C#CCOCCOCCOCCNc1nc(N2CCN(C(=O)Cn3cc(CCO)nn3)CC2)nc(N2CCN(C(=O)Cn3cc(CCCN=C(N)N)nn3)CC2)n1,0,0.3,0,-3,-8,-0.2,-1,-4,-2,99
Cc1c(C)c2c(OCC(=O)N3CCC(O)CC3)cc3c(c2oc1=O)CCC(C)(C)O3,4,-3.3,0,.,.,-0.2,1,-7,3,99
O=C(O)c1ccc2c(c1)C(=O)N(c1cccc(S(=O)(=O)Nc3cccc(C(F)(F)F)c3)c1)C2=O,-1,0.3,-2,0,6,-0.1,-1,-1,-17,97
O=C(Cn1c(=O)c(=O)n(Cc2ccccc2)c2ccc(Cl)cc21)NCC1CCCO1 (stereo unspecified),2,-1.2,0,7,6,0.1,-3,-3,-2,94
CN(C)S(=O)(=O)c1cccc(NC(=S)NN=C(Cc2ccccc2)Cc2ccccc2)c1,-8,-0.1,-2,-5,-2,-0.1,-1,.,6,103
CCOC(=O)c1c(N)sn(-c2ccccc2)c1=S,-4,0.2,-3,.,-15,0.0,-2,-13,1,100
